CSN inh = CSN deneddylation inhibition; Q92905; Purified CSN, SCF-Nedd8-OG deneddylation, fluorescence polarization; inhibition, % at 12.5 µM; 360,000 tested, 0.38% active;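 active = pattern-corrected inhibition above about 35%, with an unprinted fluorescence ratio check between 0.5 and 1.5, limit read from the data, passing the limit was not always enough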;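 note: 0% = enzyme with substrate and 100% = substrate without enzyme; some results filed as inactive read as strong as hits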
Target sequence (Q92905 whole entry, looked up, one chain of several): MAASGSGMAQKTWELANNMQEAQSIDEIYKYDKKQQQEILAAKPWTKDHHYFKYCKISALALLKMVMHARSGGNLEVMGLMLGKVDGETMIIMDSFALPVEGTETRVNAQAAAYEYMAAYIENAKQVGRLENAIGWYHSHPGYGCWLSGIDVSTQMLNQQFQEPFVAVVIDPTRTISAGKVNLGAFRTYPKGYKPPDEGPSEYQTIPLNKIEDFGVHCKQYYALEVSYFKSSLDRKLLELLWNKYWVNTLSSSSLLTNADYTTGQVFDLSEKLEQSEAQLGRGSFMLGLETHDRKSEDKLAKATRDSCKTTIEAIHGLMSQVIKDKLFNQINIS
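Schedule: reaction 90 min, room temperature / Assay system: HEK293T-derived human Csn5 enzyme / Input: Csn5 at 0.24 nM final / Measure: inhibition of Csn5 cleavage, % / Control set: substrate-only high control, full reaction low control / Technique: fluorescence polarization of the substrate / Buffer or medium: Tris/NaCl/DTT buffer, pH 7.5 / Reagent: SCFSkp2-Nedd8OG substrate at 10 nM final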
E coli Lon inh = inhibitors of E. coli Lon protease; 360,000 tested, 0.42% active; purified E. coli Lon protease, fluorescence polarization; P0A9M0; inhibition, % at 7.94 µM; AID 602123; in the data active = inhibition above about 13%, passing the limit was not always enough;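 note: 0% = enzyme with probe and DMSO and 100% = no enzyme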
MsrA inh = bovine MsrA inhibition; inhibition, % at 15.5 µM; purified bovine MsrA, absorbance read-out; 360,000 tested, 0.75% active; in the data active = inhibition above about 4.5%;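 note: 0% = vehicle wells with enzyme and 100% = reference inhibitor wells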
Neddylation inh = cullin neddylation inhibition | TR-FRET cullin neddylation, biochemical | P61081+Q13564 | calls only at 25 µM | 360,000 tested, 0.58% active; in the data active = inhibition above about 36%
FAS-TE inh = blocks the thioesterase domain of human fatty acid synthase. P49327. recombinant FAS-TE, OMFH fluorogenic substrate, fluorescence endpoint. inhibition, % at 15 µM. 360,000 tested, 0.67% active. AID 602261;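 active = compounds whose normalised, plate-corrected inhibition of enzyme fluorescence in the single-dose primary screen is 50% or more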;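 note: 0% = DMSO with enzyme and 100% = substrate without enzyme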
TbMetRS inhib = blocks T. brucei methionyl-tRNA synthetase activity; purified T. brucei MetRS, ATP depletion, Kinase-Glo luminescence; inhibition, % at 11.9 µM; 360,000 tested, 0.4% active;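 active = inhibition above a per-plate cutoff of the control wells' mean inhibition plus 3 SD, cut at about 5.5% in these data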;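 note: 0% = DMSO wells median and 100% = median of wells with control inhibitor compound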
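assay system = parasite MetRS enzyme | timing = 15 min preincubation, 2 h reaction, all 25 °C | evaluation = percent inhibition relative to median high and low control wells | medium = HEPES buffer containing pyrophosphatase, BSA, spermine, DTT | compound = single dose, 11.9 µM final nominal, 0.9% final DMSO | detection = Kinase-Glo luminescence, ATP depletion format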
MLLE-PAM2 inh = inhibitors of microRNA-mediated deadenylation, human PABP1 MLLE binding; 360,000 tested, 0.36% active; GST-MLLE / FITC-PAM2 fluorescence polarization; inhibition, % at 20 µM; AID 588489; P11940; in the data active = inhibition above about 35%, passing the limit was not always enough;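 note: plate controls were DMSO wells with GST-MLLE for no effect and wells lacking GST-MLLE protein for full effect; some results filed as inactive read as strong as hits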
Target sequence (P11940 whole entry, looked up): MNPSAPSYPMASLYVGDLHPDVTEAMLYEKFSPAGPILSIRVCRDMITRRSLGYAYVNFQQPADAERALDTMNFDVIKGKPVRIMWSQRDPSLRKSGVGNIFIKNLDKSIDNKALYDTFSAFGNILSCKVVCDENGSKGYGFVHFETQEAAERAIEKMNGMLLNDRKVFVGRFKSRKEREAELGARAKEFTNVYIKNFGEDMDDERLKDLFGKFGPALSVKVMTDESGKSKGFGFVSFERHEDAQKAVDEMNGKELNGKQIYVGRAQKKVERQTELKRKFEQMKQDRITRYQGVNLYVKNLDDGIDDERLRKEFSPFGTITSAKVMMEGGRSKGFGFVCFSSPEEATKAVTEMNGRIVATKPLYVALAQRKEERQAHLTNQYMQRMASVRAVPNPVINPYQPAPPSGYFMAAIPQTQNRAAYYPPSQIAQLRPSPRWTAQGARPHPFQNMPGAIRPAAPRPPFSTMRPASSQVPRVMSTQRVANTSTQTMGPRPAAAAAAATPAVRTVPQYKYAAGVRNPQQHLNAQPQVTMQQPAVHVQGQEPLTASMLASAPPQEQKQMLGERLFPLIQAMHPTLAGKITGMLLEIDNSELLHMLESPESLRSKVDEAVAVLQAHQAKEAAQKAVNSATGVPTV
Rin1-Abl PPI inh = human Rin1-Abl interaction inhibition; P00519+Q13671; TR-FRET Rin1/Abl binding, biochemical; inhibition, % at 7.35 µM; 360,000 tested, 0.4% active; AID 588664; in the data active = inhibition above about 5%, passing the limit was not always enough
bovine MsrA act = bovine methionine sulfoxide reductase A activation. purified bovine MsrA, absorbance read-out. activation, % at 10.6 µM. 360,000 tested, 0.3% active. AID 602163; in the data active = activation above about 7.5%;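 note: 0% = vehicle and 100% = reference activator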
Active calls of the source: *; i = inactive; . = not tested or not shown; + = active, no number.

smiles,CSN inh,E coli Lon inh,MsrA inh,Neddylation inh,FAS-TE inh,TbMetRS inhib,MLLE-PAM2 inh,Rin1-Abl PPI inh,bovine MsrA act
CCC(=O)NC(=S)NNC(=O)c1ccc(NC(=O)c2ccccc2)cc1,1,1,1.3,i,-2,-0.6,-9,3,0
CCOC(=O)C1=C(C)N=c2s/c(=C/c3cccc([N+](=O)[O-])c3O)c(=O)n2C1c1cc(OC)c(OC)c(OC)c1 (stereo not drawn),3,-5,0.4,i,18,-0.8,-3,-4,-2
CC(C)NC(=O)Cn1cc(S(=O)(=O)N2CCCC2)c(S(=O)(=O)N2CCCC2)c1,1,4,0.1,i,-5,-1.1,5,2,-8
O=[N+]([O-])c1ccc(N2CCN(CCOCCO)CC2)c([N+](=O)[O-])c1,4,-1,0.6,i,-5,1.5,0,-1,-7
CC1=NN2C(=N)/C(=C\c3ccc(SCc4ccccc4)o3)C(=O)N=C2S1,8,-27,0.0,i,-4,-0.3,5,2,-2
CCn1c(SCC(=O)N/N=C/C=C\c2ccccc2[N+](=O)[O-])nc2ccccc21,0,1,0.6,i,28,-0.1,-3,-5,0
O=c1c(OC2OC(CO)C(O)C(O)C2OC2OC(CO)C(O)C(O)C2OC2OC(CO)C(O)C(O)C2O)c(-c2ccc(O)c(O)c2)oc2cc(O)cc(O)c12 (stereo not drawn),-2,0,2.8,i,-3,0.4,9,3,-5
COc1ccc(NS(=O)(=O)N2CCOCC2)cc1,-3,-3,-1.0,i,-7,0.0,-7,-3,-3
CCc1oc(C(=O)OC)cc1CSC(=N)N,-1,0,0.6,i,-6,-0.5,-1,0,-3
CCOc1ccc2c(c1)C(C)=CC(C)(C)N2S(=O)(=O)c1ccc(F)cc1,1,-7,0.3,i,23,-0.5,5,-1,1
O=C(O)Cn1nc2c3c(cccc3c1=O)-c1ccccc1-2,4,2,1.7,+,-6,0.1,-4,-2,-7
CCC(C)NC(=O)c1cn(CC)c2ccc(S(=O)(=O)N(C)C)cc2c1=O (stereo not drawn),-2,1,1.4,i,9,-0.5,-5,-3,1
Cc1ccccc1-c1nn[nH]n1,2,-6,0.3,i,-10,-0.1,5,-3,4
C/C(=N\NC(=O)c1cccc(Cl)c1)C1C(=O)c2ccccc2C1=O,-10,-5,3.7,i,5,-0.6,0,-4,-9
CCOC(=O)[C@@H]1[C@H]2COc3ccc(Br)cc3[C@@H]2N2C(=O)N(c3ccc(Cl)cc3)C(=O)[C@]12C,-2,-10,0.8,i,45,0.3,-1,0,0
COc1ccc(CN(C)C(=O)c2oc3ccccc3c2CSC)cc1F,3,4,-0.7,i,18,0.3,14,0,-2
CCCCN1C(=O)C(CC(=O)NCc2ccco2)CC(C(=O)N(C)C)=C1C (stereo not drawn),6,-2,0.5,i,-10,0.9,1,-1,-8
O=[N+]([O-])c1cc2c(cc1CN1CCN(c3ccccc3)CC1)OCO2,3,0,0.3,i,17,-0.8,-3,0,-10
Cc1ccc(OCC(=O)Nc2cccc(S(=O)(=O)N3CCCCCC3)c2)c([N+](=O)[O-])n1,2,3,0.1,i,16,0.2,-2,-3,-1
COc1ccccc1C(=O)N/C(=C\c1ccc2c(c1)OCO2)C(=O)NCCc1nc2ccccc2[nH]1,-6,6,1.2,i,1,8.8*,-6,1,-4
CCOc1cccc(/C=N/NC(=S)Nc2cc(S(=O)(=O)N3CCOCC3)ccc2N2CCOCC2)c1O,-3,-1,3.2,.,33,-0.4,12,-3,-6
O=C(O)CCC(C(=O)O)N1C(=O)C2C3CCC(C3)C2C1=O (stereo not drawn),3,-21,-0.3,i,-3,-0.2,17,-4,-2
COc1ccc(C2C(C(=O)N3CC(C)CC(C)C3)c3ccccc3C(=O)N2C)cc1 (stereo not drawn),2,-10,0.6,i,-3,-0.5,11,3,0
O=C(NC(=S)N1CCOCC1)c1cn(-c2ccccc2)nc1-c1ccc(F)cc1,-2,4,-0.5,i,12,0.0,-11,2,0
O=C(COc1ccccc1C(=O)c1cnn(-c2ccccc2)c1)Nc1ccccc1,0,-1,-1.1,i,44,-0.5,12,-1,-9
NC(=O)NC1NC(=O)NC1=O (stereo not drawn),-2,-10,-0.2,i,-3,0.0,4,2,-2
O=C(COC(=O)C12CC3CC(CC(O)(C3)C1)C2)Nc1ccccc1OC(F)F,3,11,1.0,i,-1,-0.4,4,-2,-3
OC[C@@H]1CN(Cc2ccc(-c3ccccc3)cc2)C[C@H](n2cnc3c(N4CCCC4)ncnc32)O1,1,-9,1.0,i,1,-0.3,0,5,-2
Cc1cc(NC(=O)c2csc([C@@H]3O[C@H](CO)[C@H](O)[C@H](O)[C@H]3O)n2)n(C)n1,0,-3,-0.3,i,-7,-0.2,11,0,-2
CCN(CC)S(=O)(=O)c1ccc(NC(=O)Nc2cccc(C(F)(F)F)c2)cc1,0,-1,0.5,i,30,-0.4,-5,4,-6
Cc1cccc(Cn2c(-c3ccc[nH]c3=O)nc3ccccc32)c1,1,6,0.9,.,-5,-1.2,-17,1,-6
COc1cc(C(CC(=O)O)n2cnnn2)ccc1OC(C)C (stereo not drawn),-4,-4,0.6,i,-4,-0.4,2,5,-4
CC(C)n1c(SCC(=O)N2CCN(C)CC2)nc2c1c(=O)n(C)c(=O)n2C,1,-2,0.0,i,-7,-1.2,-2,0,-5
CC(C)[C@H](NC(=O)c1ccccc1Cl)C(=O)NC1CCCCCC1,8,1,0.0,i,0,-0.3,0,3,-3
COc1ccccc1/C=C/C(=O)Nc1cccc(S(=O)(=O)NC2=NCCCCC2)c1,-11,2,2.7,i,5,1.0,4,-1,-5
Cc1nn2cc(-c3ccc(Cl)cc3)cnc2c1Cl,3,-1,1.9,i,-8,-0.6,4,-4,-8
NC(=O)C1CC(=O)N(c2ccc(OCC(=O)N3CCCC3)cc2)C1 (stereo not drawn),1,-3,-0.4,i,2,-0.4,2,1,-3
CCOC(=O)c1cnc(SCC(=O)Nc2ccc3c(c2)OCCO3)nc1N,0,-13,-0.5,i,1,-0.4,12,4,-1
COC(=O)c1cc(NC(=O)CSc2nnc(N)s2)ccc1Cl,-2,-3,0.8,i,0,-0.1,-28,3,-1
CCn1c(SCC(=O)Nc2ccc3c(c2)OCCO3)nnc1C(C)C,5,-5,1.4,i,-4,-0.1,-4,-2,-4
COc1ccc(NC(=O)c2cc(Br)c(Br)s2)cn1,-11,-4,0.5,i,12,-1.0,16,-4,0
COc1ccc(CN2CCN(Cc3ccc(C(F)(F)F)cc3)CC2)c(OC)c1,3,10,-1.0,i,3,-0.3,-7,-5,-1
CCOc1ccc(C(=O)NCC(=O)NCCSc2ccc(Br)cc2)cc1OCC,-3,-1,0.1,i,7,-0.3,6,1,-2
O=C(COc1ccc2c3c(c(=O)oc2c1)CCC3)N[C@@H](CSCc1ccccc1)C(=O)O,-1,-4,1.9,i,0,1.9,6,-4,-5
CCOc1ccc(NC(=O)CCNS(=O)(=O)c2ccc3c(c2)CCC(=O)N3)cc1,-5,-3,-0.5,i,-11,0.4,-1,2,0
O=Nc1[nH]c(=O)c(/C=C(\O)c2ccccc2)nc1NO,0,5,2.0,i,-19,-0.9,6,-1,-4
O=C(NCc1ccccc1)c1cc(C2CCCN(S(=O)(=O)c3cccs3)C2)on1 (stereo not drawn),-1,3,0.5,i,24,-0.1,8,-1,2
S=C1NCCOCCOCCOCCOCCN1,3,-3,0.5,i,-7,-0.1,-18,1,1
O=C(OCCc1cc2ccccc2c(=O)o1)c1cccc(Br)c1,-1,-10,-0.8,i,29,-0.4,22,2,-7
Cc1ccc(C(=O)Nc2c[nH]c(=O)[nH]c2=O)cc1,-2,-10,-0.7,i,-7,-1.0,-4,-2,-2

Going on with the list.
smiles,CSN inh,E coli Lon inh,MsrA inh,Neddylation inh,FAS-TE inh,TbMetRS inhib,MLLE-PAM2 inh,Rin1-Abl PPI inh,bovine MsrA act
Nc1ccc(Br)cc1C(=O)O,3,4,-0.2,i,-10,-1.1,1,-1,-13
Cc1ccc(CNC(=O)CNS(=O)(=O)c2cccc3nsnc23)cc1,3,-3,-1.2,i,-2,-0.4,7,-1,-2
CCn1c(N2CCN(C(=O)C34CC5CC(CC(C5)C3)C4)CC2)nc2ccccc21,3,1,.,i,9,-0.1,1,1,4
O=C(COc1cc2oc(=O)cc(-c3ccccc3)c2cc1Cl)NCc1ccccn1,1,3,1.3,i,12,-0.5,-3,0,-4
Nc1c(C(=O)CSc2ccccn2)c(=O)[nH]c(=O)n1C1CC1,2,4,0.7,i,-5,-0.4,-1,-2,-2
COc1cccc(Nc2c([N+](=O)[O-])cncc2[N+](=O)[O-])c1,0,-1,1.0,i,-2,-0.1,-13,-2,1
CC1CCN(S(=O)(=O)c2ccc3c(c2)n(C)c(=O)n3C)CC1,4,0,-1.3,i,0,-0.3,16,0,-6
O=C(c1cccnc1)c1ncc(C(F)(F)F)cc1Cl,-1,-3,-1.3,i,-3,0.8,-2,5,-1
COc1ccc(S(=O)(=O)N2CCCC2)cc1C(C)C,-1,1,-1.5,i,2,-0.1,-9,7,-1
COc1ccc(N(CC(=O)O)S(=O)(=O)c2ccc(C)cc2)cc1Cl,-14,4,-1.0,i,-5,-1.6,-2,1,-13
CCOC(=O)C1CCN(CC(O)COCc2ccc(Cl)cc2)CC1 (stereo not drawn),1,-1,-0.5,i,-6,-0.6,-14,-2,-6
CC(=O)N1CCN(C(=O)c2ccco2)CC1,-2,1,3.0,i,-4,-0.8,1,1,-4
COCCCN(C(=S)Nc1c(C)cc(C)cc1C)C(C)c1ccncc1 (stereo not drawn),-9,-6,-0.7,i,-11,-0.7,11,-1,-1
CCCNC(=O)COCc1cc(-c2ccc3c(c2)OCO3)on1,0,7,0.2,i,-6,0.9,-3,3,-6
Cc1ccc(OCC(=O)N(Cc2ccc(C)o2)C2CCS(=O)(=O)C2)cc1 (stereo not drawn),-1,-3,-0.2,i,-2,0.5,6,2,-4
NNc1nc(-c2ccccc2)cc(-c2ccccc2)n1,0,-3,1.5,i,-7,-0.1,16,-3,-3
O=C(C1CCCO1)N1CCN(S(=O)(=O)c2cccc3nsnc23)CC1 (stereo not drawn),3,-5,1.1,i,-6,-0.5,-2,1,0
COc1cc(/C=C(\NC(C)=O)C(=O)Nc2ccc(NC(C)=O)cc2)ccc1OC(C)=O,-6,-11,1.8,i,-11,0.0,8,0,0
O=[N+]([O-])c1ccc2nc(NS(=O)(=O)c3ccccc3[N+](=O)[O-])sc2c1,16,-30,2.9,i,1,-0.2,-48,3,-6
Cc1cc(C)nc(N(C#N)Cc2cccc([N+](=O)[O-])c2)n1,-3,2,0.7,i,21,-1.0,4,-1,-6
COc1ccccc1CNC(=O)c1oc2ccc(S(=O)(=O)N3CCOCC3)cc2c1C,0,-12,0.3,i,10,0.3,-3,2,-3
Cc1cccc(/C(N)=N/OC(=O)CCCc2ccccc2)c1,0,1,-0.3,i,16,-0.3,5,2,-1

Looked up by compound from the list above:
smiles,CSN inh,E coli Lon inh,MsrA inh,Neddylation inh,FAS-TE inh,TbMetRS inhib,MLLE-PAM2 inh,Rin1-Abl PPI inh,bovine MsrA act
Cc1ccc(CNC(=O)CNS(=O)(=O)c2cccc3nsnc23)cc1,3,-3,-1.2,i,-2,-0.4,7,-1,-2
O=C(c1cccnc1)c1ncc(C(F)(F)F)cc1Cl,-1,-3,-1.3,i,-3,0.8,-2,5,-1

High-throughput results deposited in PubChem by several laboratories.
